Screening results deposited in PubChem by several laboratories.
cardiac RTF act: increases calcium sensitivity of human cardiac regulated thin filaments | AID 493008 | IANBD-labeled TnC RTF fluorescence at EC20 calcium; 0% EC20 calcium, 100% full calcium | actives 0.24% (n = 340,000) | activation, % at 7.2 µM;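 active means activation above the mean over all tested compounds plus 3 SD, cut at about 30% in these data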;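 further: rise in fluorescence read as greater calcium sensitivity of cardiac thin filaments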
PvdQ acylase: blocks Pseudomonas aeruginosa PvdQ acylase activity | actives 0.063% (n = 340,000) | purified PvdQ acylase, fluorescence plate reader | inhibition, % at 10 µM | AID 488965; in the data active means inhibition above about 30%, passing the limit was not always enough; inconclusive means no clear call, values can overlap the other calls;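 further: 0% = vehicle neutral wells and 100% = reference inhibitor wells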
CDK5 p35 inh: blocks human CDK5/p35 kinase activity | Q00535+Q15078 | Recombinant CDK5/p35, ADP-Glo luminescence, 60 min | inhibition, % at 10 µM | actives 0.01% (n = 330,000);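 active means highest replicate inhibition of at least 50% and at least 75% of replicates reaching 50%; inconclusive means only one of the two criteria met; inactive means both criteria failed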;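 further: plate controls were DMSO neutral control for no effect and GW8510 at 10 µM for full effect; many of its hits are not listed in these tables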
Target sequence (Q00535 whole entry, looked up): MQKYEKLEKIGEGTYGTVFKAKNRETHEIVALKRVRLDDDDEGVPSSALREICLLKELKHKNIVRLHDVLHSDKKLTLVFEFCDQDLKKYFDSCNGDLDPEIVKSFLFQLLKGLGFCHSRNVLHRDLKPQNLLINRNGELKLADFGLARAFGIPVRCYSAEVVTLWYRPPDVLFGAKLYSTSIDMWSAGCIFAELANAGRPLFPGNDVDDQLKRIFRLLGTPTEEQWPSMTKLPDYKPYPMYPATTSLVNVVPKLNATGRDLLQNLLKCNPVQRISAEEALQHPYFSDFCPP
Target sequence (Q15078 whole entry, looked up): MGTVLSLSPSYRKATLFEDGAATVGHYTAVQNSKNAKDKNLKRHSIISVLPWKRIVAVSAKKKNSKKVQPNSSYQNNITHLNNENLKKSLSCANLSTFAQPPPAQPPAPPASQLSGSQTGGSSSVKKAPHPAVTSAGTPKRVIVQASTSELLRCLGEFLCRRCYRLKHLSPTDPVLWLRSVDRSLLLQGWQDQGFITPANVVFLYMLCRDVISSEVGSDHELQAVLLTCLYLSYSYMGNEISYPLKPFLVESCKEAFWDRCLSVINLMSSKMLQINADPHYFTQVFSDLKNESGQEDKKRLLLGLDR
HTR5A ag ctr: counter-screen for OPRM1-OPRD1 agonists: human HTR5A agonism; P47898; AID 504692; HTR5A agonist assay, luminescence, cell-based; activation, % at 9.3 µM; actives 0.61% (n = 340,000); in the data active means activation mostly above about 9.5%, no sharp cut-off; inactive means mostly below about 7.6%;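 further: 0% = cells with vehicle only and 100% = reference agonist; strong numbers were not always called active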
Rtt109 Vps75: blocks Candida albicans Rtt109/Vps75 acetyltransferase activity | actives 0.16% (n = 330,000) | inhibition, % at 34.9 µM | purified Rtt109/Vps75, ThioGlo CoA-SH fluorescence, 4 h | Q5AAJ8;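 active means inhibition of at least 50% in every replicate; inconclusive means best replicate reaches 50% inhibition but some replicates fall short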
MITF act: activators of MITF-driven TRPM1 promoter activity in SK-MEL-5 cells; SK-MEL-5 TRPM1-promoter luciferase, 24 h; % of positive control, neutral wells = 0; activation, % at 12.5 µM; actives 0.75% (n = 300,000); AID 588334;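 active means mean activation of at least 80% with every replicate also reaching 80%; inconclusive means mean reaches 80% but some replicate falls short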;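 further: 0% = neutral control wells and 100% = parthenolide positive control wells; values of inactives mirror those of a sister screen read the other way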
SR-BI DiI-HDL act: SR-BI HDL lipid transfer activation | CHO ldlA[mSR-BI] cells, DiI-HDL uptake fluorescence, 3 h; 100 = double the neutral-control signal | actives 0.096% (n = 320,000) | AID 504775 | activation, % at 12.5 µM;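 active means mean replicate activation of at least 60% and every replicate at or above 60%; inconclusive means mean or all-replicate condition met, but not both; inactive means mean below 60% and not all replicates reaching 60%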;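 further: 0% = median plate neutral-control signal and 100% = twice that signal; values of inactives mirror those of a sister screen read the other way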
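Test system: SR-BI-overexpressing, LDLR-lacking CHO cells. Measured by: DiI fluorescence, bottom read. Medium: Ham's F12 with 0.5% BSA, HEPES 25 mM, pH 7.4. Timing: 3 h uptake period with compound, 37 °C.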
dFosB activator: enhances mouse delta FosB homodimer DNA binding; actives 0.99% (n = 340,000); AID 493131; P13346; activation, % at 25 µM; purified delta FosB, TAMRA-CDK5 oligo fluorescence polarization; percent of positive-control signal above neutral wells;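 active means mean activation above about 17%, with every replicate also reaching it, limit read from the data, passing the limit was not always enough; inconclusive means only one of the two conditions met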;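 further: fluorescence polarization rise as delta FosB binds a TAMRA Cdk5 AP-1 oligo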
Target sequence (P13346 whole entry, looked up): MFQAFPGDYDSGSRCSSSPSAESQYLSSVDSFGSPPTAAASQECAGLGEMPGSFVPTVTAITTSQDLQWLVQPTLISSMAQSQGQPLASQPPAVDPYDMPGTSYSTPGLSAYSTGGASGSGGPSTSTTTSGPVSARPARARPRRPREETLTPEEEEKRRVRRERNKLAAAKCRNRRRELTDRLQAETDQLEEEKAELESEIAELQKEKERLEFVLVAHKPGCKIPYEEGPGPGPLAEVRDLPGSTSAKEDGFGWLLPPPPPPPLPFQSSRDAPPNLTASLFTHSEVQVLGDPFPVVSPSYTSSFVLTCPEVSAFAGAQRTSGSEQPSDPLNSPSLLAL
SR-BI HDL uptake: blocks mouse SR-BI lipid uptake from DiI-HDL. actives 0.96% (n = 320,000). ldlA[mSR-BI] CHO cells, DiI-HDL uptake fluorescence, 3 h. inhibition, % at 12.5 µM. AID 488896. Q61009;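 active means mean replicate inhibition of at least 70% and a set share of replicates each scoring 70 or more; inconclusive means meets just one of the two criteria; inactive means fails both criteria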;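 further: 0% = median of neutral control wells and 100% = median of positive control wells; values of inactives mirror those of a sister screen read the other way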
Wnt bcat act: Wnt/beta-catenin pathway activation | actives 1.2% (n = 300,000) | Wnt/beta-catenin reporter cell assay, activator, plate reader | activation, % at 9.35 µM; in the data active means activation above about 30%, passing the limit was not always enough; inconclusive means no clear call, values can overlap the other calls;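 further: 0% = neutral control wells and 100% = positive control wells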
The depositor's hits bear a star; ? = inconclusive; . = no result given; + = active, no number. The order is random; overall some 4.4% were active at least once.

SMILES	cardiac RTF act	PvdQ acylase	CDK5 p35 inh	HTR5A ag ctr	Rtt109 Vps75	MITF act	SR-BI DiI-HDL act	dFosB activator	SR-BI HDL uptake	Wnt bcat act
CCOC(=O)C1CCN(C(=O)c2ccc(S(=O)(=O)Nc3ccccc3OC)cc2)CC1	-1	-14	-0.1	6	-3	6	-47	-3	47	0
CCCN(N=Nc1cccc([N+](=O)[O-])c1)c1cccc([N+](=O)[O-])c1	8	-5	-0.3	0	2	-4	-49	-7	49	-3
COc1ccc(C(=O)CN2C(=O)NC3(CCCc4ccccc43)C2=O)c(OC)c1 (stereo unspecified)	-1	-6	0.4	8	-7	8	-17	-7	17	-1
CC(C)CN(CC(C)C)c1nnc(N)s1	7	-5	1.3	2	2	-3	2	2	-2	3
Cc1cc(Nc2ccccc2)c2c([N+](=O)[O-])cc(C)c(C)c2n1	-1	6	-0.6	-1	0	3	-18	-2	18	.
O=C(CN1C(=O)NC2(CCOc3ccccc32)C1=O)c1ccc(Br)cc1 (stereo unspecified)	-1	10	-0.6	1	-2	9	-8	-2	8	-4
CCOc1ccc(CC(=O)OCc2cc(=O)n3cc(Br)ccc3n2)cc1	0	-7	-1.9	-2	2	-3	23	-9	-23	1
COC(=O)c1cc(NS(=O)(=O)c2ccc(Cl)c(N3C(=O)c4ccc(C(=O)O)cc4C3=O)c2)cc(C(=O)OC)c1	-1	7	-1.6	3	.	9	.	-5	.	1
CCN1CCN(C2=CC3=CC(=C(C#N)C#N)CCC3CC2)CC1 (stereo unspecified)	+	6	0.2	6	-2	7	-13	-7	13	.
C/C(=N/OC(=O)c1c(-c2c(Cl)cccc2Cl)noc1C)c1cnccn1	8	-6	-2.1	3	1	-2	-12	-14	12	-1
COc1ccc(CC2C(=O)NC(C)C(=O)N(C)C3Cc4ccc(cc4)Oc4cc(ccc4O)CC(C(=O)NC(C)C(=O)NC(C)C(=O)N2C)N(C)C3=O)cc1 (stereo unspecified)	-4	-16	-1.1	-2	-6	.	3	-9	-3	-7
Cc1c(Cl)c([N+](=O)[O-])nn1CC(=O)NCC(C)C	4	0	0.7	2	6	0	3	-1	-3	-1
CCOc1ccc2oc(C(=O)NC3CC(C)(C)NC(C)(C)C3)c(C)c2c1	-5	-15	0.0	-2	0	13	17	-7	-17	-2
COc1cc(CNCc2cccs2)ccc1OCc1ccccc1	-4	-8	1.6	1	3	36	2	-16	-2	14
O=C1[C@H](Cc2ccccc2)NCCCC[C@H](c2ccco2)N1Cc1ccccc1	5	0	0.8	1	13	-4	7	5	-7	-3
CC(C)Oc1ccc(N2CC(C(=O)OCC(=O)NCc3ccccc3)CC2=O)cc1 (stereo unspecified)	-3	12	1.5	3	.	-3	20	-8	-20	.
CCOC(=O)c1[nH]c(C)c(CN(CCc2ccccc2)S(C)(=O)=O)c1C	-2	-4	-1.6	9	-1	-1	-20	-6	20	1
O=C(CCc1ccccc1)NC1CCS(=O)(=O)C1 (stereo unspecified)	1	13	-0.6	7	15	1	20	-6	-20	-2
COc1ccc(CCC(=O)NC(C)C2CCCO2)cc1 (stereo unspecified)	-1	-23	1.1	4	2	.	14	-5	-14	-1
O=C(CCNS(=O)(=O)c1ccc(Cl)cc1)N1CCOCC1	-6	-7	-1.1	0	5	-4	-8	-3	8	2
Cc1nc2ccc(Br)cn2c1NC(C)(C)C	-5	4	-1.2	3	14	-2	-12	-1	12	.
COc1ccccc1-c1ccc(C(=O)O)o1	-4	-2	-0.3	8	-2	-5	14	1	-14	.
Cc1ccc(NC(=O)c2cccc(-n3cnnn3)c2)cc1Cl	0	-19	-2.5	2	-3	4	-20	-5	20	-4
CNC(=O)/C(=C\c1cccc(Oc2ccccc2)c1)NC(=O)c1ccccc1	-5	0	1.6	-4	6	-7	-9	5	9	-2
CC1(C)C(=O)Nc2ccccc2N1C(=O)COC(=O)c1cc([N+](=O)[O-])ccc1N	-6	3	0.1	0	17	11	6	-4	-6	-9

Rewritten with bars between the fields: entries from further up
Molecule | cardiac RTF act | PvdQ acylase | CDK5 p35 inh | HTR5A ag ctr | Rtt109 Vps75 | MITF act | SR-BI DiI-HDL act | dFosB activator | SR-BI HDL uptake | Wnt bcat act
CCCN(N=Nc1cccc([N+](=O)[O-])c1)c1cccc([N+](=O)[O-])c1 | 8 | -5 | -0.3 | 0 | 2 | -4 | -49 | -7 | 49 | -3
COc1ccc(C(=O)CN2C(=O)NC3(CCCc4ccccc43)C2=O)c(OC)c1 (stereo unspecified) | -1 | -6 | 0.4 | 8 | -7 | 8 | -17 | -7 | 17 | -1
CC(C)CN(CC(C)C)c1nnc(N)s1 | 7 | -5 | 1.3 | 2 | 2 | -3 | 2 | 2 | -2 | 3
Cc1cc(Nc2ccccc2)c2c([N+](=O)[O-])cc(C)c(C)c2n1 | -1 | 6 | -0.6 | -1 | 0 | 3 | -18 | -2 | 18 | .
O=C(CN1C(=O)NC2(CCOc3ccccc32)C1=O)c1ccc(Br)cc1 (stereo unspecified) | -1 | 10 | -0.6 | 1 | -2 | 9 | -8 | -2 | 8 | -4
CCOc1ccc(CC(=O)OCc2cc(=O)n3cc(Br)ccc3n2)cc1 | 0 | -7 | -1.9 | -2 | 2 | -3 | 23 | -9 | -23 | 1
COC(=O)c1cc(NS(=O)(=O)c2ccc(Cl)c(N3C(=O)c4ccc(C(=O)O)cc4C3=O)c2)cc(C(=O)OC)c1 | -1 | 7 | -1.6 | 3 | . | 9 | . | -5 | . | 1
CCN1CCN(C2=CC3=CC(=C(C#N)C#N)CCC3CC2)CC1 (stereo unspecified) | + | 6 | 0.2 | 6 | -2 | 7 | -13 | -7 | 13 | .
C/C(=N/OC(=O)c1c(-c2c(Cl)cccc2Cl)noc1C)c1cnccn1 | 8 | -6 | -2.1 | 3 | 1 | -2 | -12 | -14 | 12 | -1
COc1ccc(CC2C(=O)NC(C)C(=O)N(C)C3Cc4ccc(cc4)Oc4cc(ccc4O)CC(C(=O)NC(C)C(=O)NC(C)C(=O)N2C)N(C)C3=O)cc1 (stereo unspecified) | -4 | -16 | -1.1 | -2 | -6 | . | 3 | -9 | -3 | -7
Cc1c(Cl)c([N+](=O)[O-])nn1CC(=O)NCC(C)C | 4 | 0 | 0.7 | 2 | 6 | 0 | 3 | -1 | -3 | -1
CCOc1ccc2oc(C(=O)NC3CC(C)(C)NC(C)(C)C3)c(C)c2c1 | -5 | -15 | 0.0 | -2 | 0 | 13 | 17 | -7 | -17 | -2
COc1cc(CNCc2cccs2)ccc1OCc1ccccc1 | -4 | -8 | 1.6 | 1 | 3 | 36 | 2 | -16 | -2 | 14
O=C1[C@H](Cc2ccccc2)NCCCC[C@H](c2ccco2)N1Cc1ccccc1 | 5 | 0 | 0.8 | 1 | 13 | -4 | 7 | 5 | -7 | -3
CC(C)Oc1ccc(N2CC(C(=O)OCC(=O)NCc3ccccc3)CC2=O)cc1 (stereo unspecified) | -3 | 12 | 1.5 | 3 | . | -3 | 20 | -8 | -20 | .
CCOC(=O)c1[nH]c(C)c(CN(CCc2ccccc2)S(C)(=O)=O)c1C | -2 | -4 | -1.6 | 9 | -1 | -1 | -20 | -6 | 20 | 1

The listing continues:
SMILES	cardiac RTF act	PvdQ acylase	CDK5 p35 inh	HTR5A ag ctr	Rtt109 Vps75	MITF act	SR-BI DiI-HDL act	dFosB activator	SR-BI HDL uptake	Wnt bcat act
Cc1ccc(-c2noc(CCCc3ccccc3)n2)cc1	0	14	-0.5	-2	-5	14	12	-4	-12	1
O=C(CNCC1CCCCC1)Nc1ccccc1N1CCCCC1	6	-10	-0.9	3	-11	.	-37	-4	37	-6
COc1ccc(C2=NOC(C)(c3nnc(Cc4ccccc4)o3)C2)cc1 (stereo unspecified)	-4	2	0.6	3	2	-12	23	6	-23	-1
COCC(C)N=C1NN=C(c2cc(C)n(Cc3ccccc3Cl)c2C)CS1 (stereo unspecified)	-4	-11	1.1	-3	1	29	-6	-8	6	1
CC(C)NC(=O)C(c1ccc(F)cc1)N(C(=O)CCC(=O)Nc1ccccn1)c1cccc(F)c1 (stereo unspecified)	-1	2	-0.9	8	-11	-3	11	-9	-11	-3
Cc1[nH]c(C(=O)N/N=C/c2ccc(N(C)C)cc2)c(C)c1C(=O)N/N=C/c1ccc(N(C)C)cc1	0	4	2.2	-1	-8	3	-87	-13	87*	-1
Cc1cc(NC(=O)CN2CCCC(C)C2)n(-c2nc3ccccc3s2)n1 (stereo unspecified)	0	3	-2.1	-1	8	-1	-32	-8	32	.
O=C(CSc1ccccc1C(=O)NCCCN1CCCC1=O)NCc1ccco1	1	-7	-0.9	-4	-1	-4	-8	-1	8	.
CCCNC(=O)CSc1nc(Cc2ccccc2)nc2ccccc12	-2	-3	1.5	-2	-7	.	16	-9	-16	-4
O=C(COC(=O)C1(c2ccc(F)cc2)CCCC1)NCc1ccc2c(c1)OCO2	0	-10	1.0	-3	-8	-2	5	-7	-5	-4
CCN1/C(=C/c2ccc3cc(C)ccc3[n+]2CC)Sc2ccccc21	47*	-6	1.9	6	?	-101	-62	52*	62	-2
Cc1ccnc(NC(=O)C2CCN(S(=O)(=O)c3c(C)c(C)cc(C)c3C)CC2)c1	-4	4	1.7	1	.	-10	-62	-3	62	-4
CCOc1ccc(N2C(=O)CC(N3CCN(C(=O)c4ccco4)CC3)C2=O)cc1 (stereo unspecified)	-1	3	0.4	2	0	6	26	-2	-26	-3
NC(=O)CSc1nnc2n(N)c(=O)c3ccccc3n12	-6	8	-2.9	5	-2	-4	4	1	-4	1
CCOc1ccc(C(=O)NCCCCNC(=O)c2ccc(OCC)cc2)cc1	-4	7	0.3	5	2	.	-4	-13	4	6
CCCn1c(O)c(N=NC(=O)CNC(=O)c2cccnc2)c2ccccc21	-6	-2	0.2	-1	6	-9	7	0	-7	-1
O=C(N/N=C/c1ccccn1)c1cc(-c2ccc(Br)cc2)nc2ccccc12	1	-16	0.3	0	2	-66	-76	-1	76*	5
CC[C@]12c3[nH]c4cc(-c5ccco5)ccc4c3CCN1C(=O)[C@@H](CC(=O)NCCCN(C)C)C[C@@H]2C(=O)N1CCN(C(=O)c2ccco2)CC1	-4	14	4.1	0	?	-6	10	-1	-10	-1
COc1ccc(N2CCN(Cc3cc4c(cc3O)CCC4)CC2)cc1	-3	-16	-1.8	6	-2	5	2	0	-2	.
c1ccc2c(c1)ncc1cccn12	5	11	0.1	4	.	0	0	-9	0	.
CN(CC(=O)Nc1c(Cl)cccc1Cl)C(=O)C1CSC2(C)CCC(=O)N12 (stereo unspecified)	-3	-9	-2.5	3	-1	0	14	1	-14	0
Cc1ccc(C2=NN=C(NC(=O)CSc3nnc4c5ccccc5n(C)c4n3)SC2)cc1	-3	-34	1.8	0	-3	5	32	-5	-32	.
O=C(CCc1cn(Cc2ccc(F)cc2)c2ccccc12)N1CCOCC1	10	-15	1.4	-3	-6	-7	-20	-3	20	5
COc1ccccc1Oc1ccc2c(c1)C(=O)N(c1ccccc1)C2=O	0	-15	-0.9	-1	-5	.	-20	3	20	10
